High-throughput results: PubChem, National Center for Advancing Translational Sciences (NCATS)
Shiga toxin inh: Shiga toxin inhibition. Vero cells, Shiga toxin protein synthesis inhibition reporter. inhibition, % at 38.7 µM. actives 9.2% (n = 290,000). AID 2315; in the data active = inhibition mostly above about 28%, no sharp cut-off; inactive = mostly below about 43%; note: 0% is about no effect
CHX counter: counter-screen hit for Shiga toxin inhibitors, cycloheximide. cell reporter, cycloheximide protein synthesis inhibition counterscreen. max response, %. actives 12% (n = 300,000); in the data active = max response mostly above about 13%, no sharp cut-off; inactive = mostly below about 14%; note: read at 38.3 µM for the half of the compounds with a filed dose; 0% is about no effect
LmPK inhibitor: LmPK (Leishmania mexicana) enzyme inhibition | purified LmPK, Kinase-Glo ATP luminescence, 1 h | Potency, µM (highest dose often 57.5 µM), without a hit: at the top dose activity change, negative = inhibition, actives largely listed as inhibitors | Q27686 | actives 0.37% (n = 290,000); note: potency is the fitted concentration of half-maximal effect; % is set by controls: 0 for no effect and ±100 for the full control effect
Target sequence (Q27686 whole entry, looked up): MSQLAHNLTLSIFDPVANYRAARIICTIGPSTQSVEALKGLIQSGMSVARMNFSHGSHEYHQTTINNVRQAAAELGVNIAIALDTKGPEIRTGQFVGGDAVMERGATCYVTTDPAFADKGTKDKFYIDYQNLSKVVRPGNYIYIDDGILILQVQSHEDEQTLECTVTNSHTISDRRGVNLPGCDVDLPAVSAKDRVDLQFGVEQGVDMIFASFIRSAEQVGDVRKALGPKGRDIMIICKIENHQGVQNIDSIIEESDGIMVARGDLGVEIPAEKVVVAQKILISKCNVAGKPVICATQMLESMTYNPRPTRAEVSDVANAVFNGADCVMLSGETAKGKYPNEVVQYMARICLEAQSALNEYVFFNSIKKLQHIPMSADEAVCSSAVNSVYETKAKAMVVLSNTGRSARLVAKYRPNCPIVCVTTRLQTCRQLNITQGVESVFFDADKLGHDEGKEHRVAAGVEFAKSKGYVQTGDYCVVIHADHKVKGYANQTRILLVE
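Kinase-Glo luminescence read after 1 h RT reaction of 0.1 nM LmPK with 0.5 mM PEP and 0.1 mM ADP. Activity scaled between uninhibited and enzyme-free controls.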
Pf growth 96h: P. falciparum growth inhibition at 96 hours | P. falciparum luciferase reporter growth, 96 h | Potency, µM (titrated, usually from 28.7 µM), inactives show top-dose activity change, negative = inhibition, actives largely listed as inhibitors | actives 6.9% (n = 320,000); note: potency is the fitted concentration of half-maximal effect; % is set by controls: 0 for no effect and ±100 for the full control effect
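Two-generation exposure (96 h) targets delayed-death phenotype. Reporter parasites carrying integrated firefly luciferase, in red cells at 2% hematocrit and 0.05% parasitemia final, kept at 37 C, 5% CO2; luminescence loss indicates inhibition.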
Pf growth 48h: P. falciparum growth inhibition at 48 hours (one generation) | Potency, µM (series often up to 28.7 µM), without a hit: at the highest dose activity change, negative = inhibition, hits mostly inhibitors | P. falciparum luciferase growth in erythrocytes, 48 h | actives 5.9% (n = 310,000); note: potency is the fitted concentration of half-maximal effect; % is set by controls: 0 for no effect and ±100 for the full control effect
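Parasite viability was followed by luminescence of a genomically integrated firefly luciferase. Cultures held 0.1% parasitemia at 2% hematocrit (final), incubated under 5% CO2 at 37 C.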
Tb PYK inh: T. brucei pyruvate kinase inhibition; TbPYK enzyme, Kinase-Glo Plus ATP luminescence, 45 min; Potency, µM (top dose mostly 76.8 µM), for the others: at the highest dose activity, negative = inhibition, most hits filed as inhibitors; actives 0.12% (n = 410,000); AID 624173; note: potency is the fitted concentration of half-maximal effect; % is set by controls: 0 for no effect and ±100 for the full control effect; nearly all actives have a fitted effect of over 50% in size
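In this concentration-response screen, enzyme-free wells defined baseline while DMSO plates tracked drift. Each reaction combined TbPYK, substrate, compound and 130 uM ADP for 45 min at room temperature. Kinase-Glo Plus luminescence gave the signal.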
AMA1 RON2 block: disrupts binding of P. falciparum AMA1 to RON2; AlphaScreen AMA1-biotinylated RON2 peptide binding; Potency, µM (series often up to 58.2 µM), for inactives: at the highest dose activity change, negative = inhibition, most hits filed as inhibitors; actives 0.2% (n = 360,000);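 note: potency is the fitted concentration of half-maximal effect; 0% = vehicle wells and -100% = peptide control; nearly all actives have a fitted effect of over 45% in size; some results filed as inactive show a strong effect at the top dose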
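AMA1 (3D7) with his tag at 25 nM final met compounds first, then biotinylated RON2 peptide at 25 nM; detection used donor plus acceptor beads, 10 µg/mL apiece, read by AlphaScreen after 30 min at room temperature.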
An asterisk follows results filed as active; ? = inconclusive; · = not tested or not shown; [ ] = dose if it differs, or a comment. Unless noted, calls come from the whole dose curve; as a rule, active = well fitted curve in the direction sought with a large enough effect; inconclusive = small, poorly fitted or top-dose-only effect, or another doubt; inactive = no such curve, though single readings can be large; an effect the other way counts as inactive or inconclusive. Random draw from the library; about 21% have a hit in one of these screens.

SMILES	Shiga toxin inh	CHX counter	LmPK inhibitor	Pf growth 96h	Pf growth 48h	Tb PYK inh	AMA1 RON2 block
CC(C)c1nn(-c2cc(C(F)(F)F)ccn2)c(=O)o1	19	10	1%	29%	?	2%	17%
O=C(c1ccc(Cl)cc1)C1CCCN(Cc2ccc3c(c2)OCCO3)C1 (centres undefined)	-5	-2	-4%	16%	20%	4%	?
CCCOc1ccc2c(C)c(CC(=O)OC)c(=O)oc2c1	52*	31*	-5%	·	22%	3%	-2%
O=C(CSc1nc(C(F)(F)F)cc(=O)[nH]1)Nc1nccs1	·	·	·	4%	-15%	2%	-3%
O=C(CCCc1nc(-c2ccccc2)no1)N1CCOCC1	30	18*	0%	29%[5.75 µM]	37%[activator]	2%	11%
Cc1ccccc1-c1n[nH]c(=S)n1/N=C/c1ccc(-c2ccccc2Br)o1	11	-2	0%	40%[5.75 µM]	-9%	-14%	58%[activator]
CN1c2ccccc2C(C)(C)C12CCCC(=O)N2 (centres undefined)	-18	-2	4%	15%	?	-17%	0%
O=C(O)c1ccc2c(c1)C(=O)N([C@@H](C(=O)O)C(c1ccccc1)c1ccccc1)C2=O	-2	-6	·	9%	4%	·	·
O=C(N/N=C/c1ccccc1OC(=O)c1ccc2c(c1)OCO2)c1cccc(F)c1	64*	16	4%	6%	9%	-17%	-8%[2.32 µM]
CCN1N=C(c2cc(Cl)sc2Cl)CSC1=O	1	-2	-1%	2%	18%	2%	20%
CCOc1ccc(C(=O)NC(C(=O)NCc2ccccc2OC)C(C)C)cc1 (centres undefined)	41	-2	3%	?	-2%	-11%	11%
CCOc1ccc(/C=C2\NC(=S)NC2=O)cc1	44	9	2%	-27%	2%	-8%	47%[activator]
N=C1/C(=C/c2cccn2Cc2ccc(Cl)cc2)C(=O)N=C2SC=CN12	-9	-2	1%	-19%	?	-2%	60%[activator]
CCC[N+](C)(C)C(C)C(OC(C)=O)c1ccccc1 (centres undefined)	11	1	0%	2%	12%	-8%	0%
C=CCNC(=O)c1ccc(C2SCC(=O)N2Cc2ccccc2)cc1 (centres undefined)	-8	-3	5%	?	-4%	-25%	-1%
COc1cc2c(cc1OC)C(c1ccc([N+](=O)[O-])cc1)NCC2 (centres undefined)	-18	-4	8%	?	?	?	-6%
Cc1ccccc1N(C(=O)Cc1cccs1)C(C(=O)NCC1CCCO1)c1cccnc1 (centres undefined)	-11	-5	6%	?	10%	-3%	2%
CS(=O)(=O)N(CC(=O)Nc1ccccc1C(=O)N1CCOCC1)c1cccc([N+](=O)[O-])c1	16	-3	-11%	-15%	2%	3%	14%
O=C(NCc1ccc2c(c1)OCO2)c1ccc(Cl)s1	51	18*	1%	20%	13%	-3%	-8%
Cc1ccc(S(=O)(=O)N2CCCCC2C)cc1[N+](=O)[O-] (centres undefined)	-5	2	-2%	-32%	-1%	9%	16%
O=C(Cc1c(F)cccc1Cl)N1CCCC1	-7	-1	-7%	-27%	3%	-4%	9%
CC1CCCCN1C(=O)C12CCC(C)(/C(=N/O)C1)C2(C)C (centres undefined)	-7	-3	-2%	20%	2%	-9%	6%
O=C(Cc1ccc(F)cc1)OCC(=O)N1CCN(S(=O)(=O)c2ccc(Cl)cc2)CC1	·	·	·	1%	0%	-5%	-9%
CC(C(=O)N(C)C1CCS(=O)(=O)C1)N1C(=O)/C(=C/c2ccc(F)cc2)SC1=S (centres undefined)	6	7	10%	12µM*	13µM*	4%	11%
O=C(Nc1ccccc1Cl)Nc1ccnn1C1CCN(C(=O)c2cscn2)CC1	-6	10	-5%	17%	14%	-1%	2%
CN1C[N+]([O-])=C(c2ccccc2)C1(C)C	-19	-3	-1%	12%	·	-3%	-1%
CCOc1ccc(N2C(=O)CNC2=S)cc1	-11	1	0%	?	-2%	-3%	67%[activator]
CC(C)(C)c1nnc(NC(=O)C2CC(=O)N(CCc3ccc(F)cc3)C2)s1 (centres undefined)	10	-7	2%	0%	-6%	-3%	1%
CCCNC(=O)CSc1nc(Cc2ccccc2)nc2ccccc12	-10	-5	-7%	?	-20%	-3%	5%
COc1cc(-n2c(=S)[nH]c3ccccc3c2=O)c(Cl)cc1Cl	-15	-4	2%	13%	9%	-12%	-9%
COc1ccc2c(c1)c(C(=O)N/N=C/c1ccc(OC)c(OC)c1)c(C)n2C	-6	-2	2%	15µM*	-11%	-4%	0%
O=C(O)c1ccc(NC(=S)NC(=O)c2ccc(-c3ccc(Br)cc3)o2)cc1	18	7	2%	67%[activator]	?	-11%	2%
Cc1cc(Nc2ccc([N+](=O)[O-])cc2)nc2ccccc12	19	-3	-1%	26%	?	1%	5%
COc1cccc(-c2[nH]nc3c2C(c2ccoc2)C(C#N)=C(N)O3)c1 (centres undefined)	-8	-1	18%	-21%	·	3%	-9%
CN1CCCC(OC(=O)c2ccc(C(C)(C)C)cc2)C1 (centres undefined)	28	18*	5%	·	?	1%	2%
CCC(C)(C)C1CCC(=NNC(=S)Nc2ccccc2)CC1 (centres undefined)	6	3	0%	4%	?	-12%	4%
CCOC(=O)N1CCC(NC(=O)c2cc(C(=O)Nc3ccc(OCC)cc3)ccc2CO)CC1	-19	-3	11%	?	·	3%	-10%
CCOC(=O)c1cnn(-c2nc(-c3ccccc3)nc3c2COC(C)(C)C3)c1N	14	6	1%	-8%	19%	2%	16%
CC(=O)OCCN(CCOC(C)=O)c1c(C)[nH]c(=O)[nH]c1=O	-31	-2	-2%	54%[activator]	15%	-4%	-5%
COC(=O)CSc1nnc(-c2ccc(S(=O)(=O)NCc3ccccc3Cl)cc2)o1	-11	2	4%	·	?	-13%	2%
CCCc1ncc(C(O)(c2ccccc2)c2ccccc2)n1C	-5	-4	-9%	47%[activator]	1%	1%	-11%
CC(C)C(OC(=O)c1nsc(Cl)c1Cl)C(=O)NCc1ccccc1 (centres undefined)	-4	-1	0%	-6%	2%	0%	-6%
COc1ccc(/C=C2\Sc3ccc(C(=O)NCC4CCCO4)cc3N(C)C2=O)cc1 (centres undefined)	11	12*	9%	?	?	-22%	-8%
CCCOC(=O)Nc1cccc(C(C)=O)c1	5	12	4%	5%	29%	0%	6%
COc1cc(OC)cc(C(=O)O/N=C(\N)c2ccncc2)c1	26	5	-1%	?	?	-13%	-20%
CCOc1cc(/C=N/NC(=O)C(=O)N2CCCC2)ccc1O	3	-4	0%	28%	3%	3%	16%
Cc1cccc(C(=O)NNC(=O)c2ccccc2C)c1	24	14	-6%	97%[activator]	43%[activator]	2%	20%
COc1ccc(C2C(C(=O)c3ccco3)=C(O)C(=O)N2c2nnc(C)s2)cc1OC (centres undefined)	6	-1	0%	16%	-6%	-11%	24%

Among those listed so far, 8 have an aryl methoxy group.
SMILES	Shiga toxin inh	CHX counter	LmPK inhibitor	Pf growth 96h	Pf growth 48h	Tb PYK inh	AMA1 RON2 block
CCOc1ccc(C(=O)NC(C(=O)NCc2ccccc2OC)C(C)C)cc1 (centres undefined)	41	-2	3%	?	-2%	-11%	11%
COc1cc2c(cc1OC)C(c1ccc([N+](=O)[O-])cc1)NCC2 (centres undefined)	-18	-4	8%	?	?	?	-6%
COc1cc(-n2c(=S)[nH]c3ccccc3c2=O)c(Cl)cc1Cl	-15	-4	2%	13%	9%	-12%	-9%
COc1ccc2c(c1)c(C(=O)N/N=C/c1ccc(OC)c(OC)c1)c(C)n2C	-6	-2	2%	15µM*	-11%	-4%	0%
COc1cccc(-c2[nH]nc3c2C(c2ccoc2)C(C#N)=C(N)O3)c1 (centres undefined)	-8	-1	18%	-21%	·	3%	-9%
COc1ccc(/C=C2\Sc3ccc(C(=O)NCC4CCCO4)cc3N(C)C2=O)cc1 (centres undefined)	11	12*	9%	?	?	-22%	-8%
COc1cc(OC)cc(C(=O)O/N=C(\N)c2ccncc2)c1	26	5	-1%	?	?	-13%	-20%
COc1ccc(C2C(C(=O)c3ccco3)=C(O)C(=O)N2c2nnc(C)s2)cc1OC (centres undefined)	6	-1	0%	16%	-6%	-11%	24%

Next results follow.
SMILES	Shiga toxin inh	CHX counter	LmPK inhibitor	Pf growth 96h	Pf growth 48h	Tb PYK inh	AMA1 RON2 block
COCC(=O)NCc1nc2ccccc2[nH]1	-4	-2	1%	?	8%	5%	30%[activator]
CC(/C=C/c1ccccc1)=N\NC(=O)Cn1nc(C)cc1C	-11	6	-1%	?	10%	1%	26%
O=C(NC1=NCCS1)c1ccc(Cl)c(S(=O)(=O)N2CCCCCC2)c1	35	18*	2%	-25%	-29%	0%	102%[activator]
CC1(C)Cc2nc3sc4c(SCC(=O)NCc5ccccc5)ncnc4c3cc2CO1	26	19	2%	74%[activator]	·	·	-3%
COc1ccc(-c2noc(CCC(=O)NCCc3cccc(C)c3)n2)cc1	33	26	-3%	-22%	15%	-12%	1%
OCC[C@H]1C[C@@H](O)[C@H](O)[C@@]2(CCCc3ccccc3O2)O1	·	·	·	25%	4%	11%	25%
FC(F)(F)c1ccccc1NC(=S)Nc1cccc2cnccc12	-3	-1	4%	22%	-22%	5%	-12%
CCc1[nH]nc(C(=O)N2CCCC(N3CCN(c4ccccc4C)CC3)C2)c1C (centres undefined)	5	6	3%	?	?	7%	-14%
CCOCCOCCC(C(=O)O)P(=O)(c1ccccc1)c1ccccc1 (centres undefined)	3	-2	2%	·	17%	-7%	7%
COc1cc(/C=C(\C#N)C(=O)N2CCCCC2)ccc1O	5	2	-4%	?	?	-4%	-9%
O=C(Nc1ccc(Cl)cc1)NN1CC(=O)N(c2cccc(C(F)(F)F)c2)CC1=O	19	-5	9%	11%	-12%	0%	-1%
COc1ccc(NC(=O)C2=NN(c3ccccc3)C(=O)CC2)cn1	·	·	·	18%	0%	-7%	-8%
O=C(CCN1C(=O)/C(=C/c2ccccc2Cl)SC1=S)NN1CCOCC1	-5	-2	0%	-8%	23%	0%	0%
CCNC(=S)Nc1ccc(C)c(Cl)c1	10	-2	-3%	22%	-4%	-9%	-14%
O=C(Cc1c(O)c2ccccc2[nH]c1=O)NCc1cccc(F)c1	-18	-5	-1%	13%	20%	-4%	3%
COc1ccc(C(=O)Nc2ccc(S(=O)(=O)N3CCOCC3)cc2)cc1[N+](=O)[O-]	-11	-5	12%	33%	?	0%	-3%
O=C(NCCc1ccc(Cl)cc1)c1cccc(NC2=NC3CS(=O)(=O)CC3S2)c1 (centres undefined)	-1	0	3%	-19%	-17%	-4%	14%
CN(C)CCCn1c(=S)[nH]c2sc3c(c2c1=O)CCCC3	21	26	-14%	?	-13%	?	-20%
COCCNC(=O)c1onc(CSc2ccccc2F)c1C(=O)O	-25	-4	-6%	31%[activator]	1%	-2%	-13%
Cc1nc([N+](=O)[O-])c(N2CCOCC2)n1Cc1ccccc1	0	14	-7%	-10%	16%	0%	-1%
COCCCNC(=S)N1CCN(C(=O)c2ccco2)CC1	12	-3	1%	?	12%	1%	12%
COc1ccc(-n2cnnc2SCC(=O)Nc2cc(C(C)(C)C)nn2-c2ccccc2)cc1	-3	-4	2%	?	·	-10%	7%
O=[N+]([O-])c1cc(Br)c(O)c(/C=N/Nc2nnnn2-c2cccc3ccccc23)c1	18	-2	-3%	?	·	2%	26%
C/C(Cn1cnc([N+](=O)[O-])n1)=N\NC(=O)c1ccccc1	57*	30*	-6%	-1%	40%[activator]	1%	19%
CCCN(CCC)C(=O)CC(c1ccccc1)c1ccc(C)cc1O (centres undefined)	10	10	6%	?	·	1%	6%
